LDHA inh: LDHA (human) enzyme inhibition; 0.15% of 480,000 active; activity change, % (values are at about 110 or 230 µM); purified LDHA, NADH/diaphorase-resazurin fluorescence; active compounds read low; P00338; in the data active means activity change below about -30%; inconclusive means mostly about -25% to -30%;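 further: plate controls were DMSO wells for no effect and wells without enzyme for full effect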
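Human LDH5 (2 nM) was incubated with 0.06 mM NADH and 0.2 mM pyruvate for 5 min at room temperature in Tris pH 7.4. Remaining NADH was coupled through diaphorase/resazurin, and resorufin fluorescence was read at 0 and 20 min.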
Active calls of the source: *; ? = inconclusive. These rows are one share of the data, so the mix of outcomes need not match the whole.

molecule,LDHA inh
Cc1cc(=O)c(C(=O)N2CCN(S(=O)(=O)c3ccc(F)c(F)c3)CC2)nn1-c1ccccc1F,1.1
CC1(C)CCC[C@@]2(C)C1CCC1(C)OC(=O)C[C@@H]12 (some centres not stated),?
CSc1nc(C(F)(F)F)cc(=O)[nH]1,3.8
CN(Cc1ccc2ccccc2c1)C(=O)CCc1ncc(-c2ccccc2F)o1,9.3
O=C(NCC1(c2ccccc2)CCC1)c1cc2ccccc2oc1=O,-9.2
CC(=O)c1ccc(N2CCN(CCS(=O)(=O)c3ccccc3)CC2)cc1,7.7
CCCCn1c(CN2CCOCC2)nc2c1c(=O)[nH]c(=O)n2C,-3.1
Nc1nc(CN2CCN(C(=O)c3ccc(Cl)cc3)CC2)nc2ccccc12,-16.4
CC(=O)c1ccc(NC(=O)c2cccc3c2ccn3C)cc1,-10.8
Cc1cc(=O)oc2cc(OCC(=O)NCc3cccc(C(F)(F)F)c3)ccc12,-3.3
CC(C)(C)NC(=O)CSc1cc(C(=O)NC2CC2)c2ccccc2n1,-20.1
CCCCOc1ccc(NC(=O)CC(C)C)c2cccnc12,8.6
CCn1cc(C(=O)NC2CCN(C3CC3)CC2)c2ccccc21,-15.2
CC1=C(C(=O)Nc2ccccc2)C(c2ccccc2F)N=C(Nc2nc3ccccc3o2)N1 (configuration not stated),4.8
CCC(C)c1ccccc1NC(=O)COc1ncnc2ccc(Br)cc12 (configuration not stated),6.1
CCCOc1nc2ccccc2nc1N1CCC(C(=O)Nc2ccccc2F)CC1,-2.0
COC(=O)CCCNC(=O)CN(C)Cc1ccccc1,10.6
O=S(=O)(Nc1nc2ccccc2nc1N1CCN(c2ccccc2)CC1)c1ccccc1,3.4
COc1ccc(OC)c(NC(=O)C2CCCN(c3ccc4nncn4n3)C2)c1 (configuration not stated),10.3
COc1ccccc1CCNC(=O)CSc1nc(Cl)nc2nc[nH]c12,5.4
O=C(CCC1CCCC1)N1CCN(C(=O)c2cc(=O)[nH]c3ccccc23)CC1,8.4
CC(=O)N1CCN(c2nc(-c3ccccc3)nc3ccccc23)CC1,-11.0
Cc1ccc2nc3sc(C(=O)NC4CCCC4)cc3cc2c1,7.5
O=C1COc2ccc(C(=O)COC(=O)c3nn(-c4ccccc4)c(=O)c4ccccc34)cc2N1,-1.4
O=C(Nc1cccc2ncccc12)C1CCCN(S(=O)(=O)c2ccccc2)C1 (configuration not stated),-0.2
Oc1cccc(C=Nc2cccc3ccccc23)c1,33.1
Cc1cccc(OCC(=O)Nc2ccccc2SCc2cc(=O)n3c(ncn3C(C)C)n2)c1C,0.7
CCC(CC)C(=O)Nc1ccccc1C,-1.1
Cc1ccc(C)c2c(C)c(C(=O)O)oc12,6.8
COC(=O)C(C)Oc1cc(Br)c(C=O)cc1OC (configuration not stated),6.2
O=C(c1ccc(Cl)c(Cl)c1)N1CCN(Cc2cc(=O)n3ccsc3n2)CC1,-13.4
Cc1cc(NS(=O)(=O)c2ccc(NC(=O)c3oc4ccccc4c3C)cc2)nc(C)n1,2.6
CCCCCOc1ccc2c(C)c(CCCCC)c(=O)oc2c1,6.8
Cc1ccccc1CN1CCCN(c2ccc(C(=O)NCCc3nc4ccccc4[nH]3)cc2)C1=O,6.2
CN1CCN(CCCNC(=O)c2nc3ccccc3c(=O)[nH]2)CC1,3.3
O=C(Nc1cccc(-c2nc3cc(Cl)ccc3o2)c1)c1ccccc1,5.3
O=C(c1ccccc1O)N(Cc1ccccc1)Cc1cccs1,-4.7
CCCCCCCNS(=O)(=O)c1ccc(OC)c2ncccc12,5.9
Cc1ccc2oc(=O)c(S(=O)(=O)N3CCCC(C)C3)cc2c1 (configuration not stated),-1.0
Cc1cc(C=O)cc(C)c1OCc1ccccn1,3.7
COc1ccc(/C=C/c2ccc3cccc([N+](=O)[O-])c3n2)cc1OC,-2.4
Cc1oc2cc(OCC(=O)NCc3ccccc3F)ccc2c(=O)c1Oc1ccccc1,-1.0
Cc1ccccc1NC(=O)COC(=O)CCc1nc2ccccc2s1,-8.2
CCOC(=O)C1=C(CN2CCN(c3ccccn3)CC2)NC(=O)NC1c1ccc(OCC)cc1 (configuration not stated),-0.5
COC(=O)c1ccc(/C=C(/C#N)C(=O)c2ccsc2)cc1,5.5
CN(CC(=O)Nc1ccccc1Cl)C(=O)COc1ccc2oc3c(c2c1)CCCC3,7.9
COc1cc(C#N)cc(Cl)c1OC(C)=O,-1.0
CC(C)CNC(=O)COC(=O)c1cc(=O)c2cc(Cl)ccc2o1,-5.3
CCNC(=O)C1CCN(CC(C)C)CC1,2.0
N#Cc1ccccc1N1CCN(c2ccccc2)CC1,-14.1
COC(=O)c1c(C)[nH]c(-c2ccc(F)cc2OC)c1C1C(=O)Nc2ccc(F)cc21 (configuration not stated),23.8
CN(C)C(=O)COC(=O)c1csc(NCc2ccccc2)n1,0.7
CC1CCCCN1Cc1cc(=O)oc2cc(-c3ccccc3)c(O)cc12 (configuration not stated),18.9
CC(C)Oc1ccc(C(CC(=O)O)NC(=O)c2ccc(C(C)(C)C)cc2)cc1 (configuration not stated),-0.5
COc1cc(O)cc2oc(-c3ccccc3)cc(=O)c12,14.1
O=C(NC12CC3CC(CC(C3)C1)C2)c1ccc(Cl)c([N+](=O)[O-])c1,-1.2
Cc1ccc(NC(=O)CCCn2cnc3c2c(=O)n(C)c(=O)n3C)cc1,-2.5
NC(=O)c1cc(C(=O)O)c[nH]1,3.5
CCOC(=O)c1cc(S(=O)(=O)N(C)CC(=O)Nc2cccc(Cl)c2C)cn1C,-1.2
CCN(Cc1ccccc1)C(=O)Nc1ccc2c(C)cc(=O)oc2c1,2.5

The list goes on:
molecule,LDHA inh
COC(=O)c1ccc(NC2=C(C(N)=O)S(=O)(=O)c3ccccc32)cc1,-13.2
COc1ccc(N2CC(C(=O)N3CCN(c4cccc(C(F)(F)F)c4)CC3)CC2=O)cc1 (configuration not stated),4.0
COc1ccc(NCc2nc3scc(-c4cccs4)c3c(=O)[nH]2)cc1,9.0
O=C(/C=C/c1ccccc1)c1ccc2cccc3c2c1CC3,2.2
Cc1cc(N2CCN(C(C(=O)O)c3c[nH]c4ccc(CO)cc34)CC2)nc2ccccc12 (configuration not stated),0.1
Cc1nc2cc(-c3ccccc3)nn2c(C)c1CCC(=O)NCCC(C)C,3.1
COc1ccc(C(CC(=O)Nc2cccc(F)c2)N2Cc3ccccc3C2=O)cc1OC (configuration not stated),-0.2
O=S(=O)(Cc1ccc(F)cc1)Cc1csc(-c2ccccc2)n1,-7.8
Cc1ccccc1NC(=O)C1CCn2c(C(=O)c3ccccc3)ccc21 (configuration not stated),2.9
N#CC1=C(N)Oc2c(c(=O)[nH]c3ccccc23)C1c1cccc(Cl)c1 (configuration not stated),2.8
Cc1nnc2ccc(N3CCC(C(=O)O)CC3)nn12,-6.2
CCOCCCNc1oc(/C=C/c2cc(OC)c(OC)c(OC)c2)nc1C#N,-5.8
COCCCc1cc(F)c(S(=O)(=O)N2CCN(S(=O)(=O)c3ccc4c(c3)OCCO4)CC2)cc1F,-0.6
O=[N+]([O-])c1cccc(/C=N/O)c1,-0.7
COc1cccc2cc(-c3cc(=O)oc4cc(O)ccc34)c(=O)oc12,2.5
Cc1ncc(-c2ccc(S(=O)(=O)N3CCN(c4ccc(F)cc4)CC3)cc2)o1,2.8
COc1ccc(C(=O)/C=C/c2cc(OC)ccc2OC)cc1,7.3
O=C(NC1CCCC1)c1cc(Sc2cccc(Cl)c2)nc2ccccc12,-18.2
Cc1ccc(C(NC(=O)Cc2n[nH]c(=O)c3ccccc23)c2ccccc2)cc1 (configuration not stated),1.0
O=C(CSc1nnc(Cc2cccs2)n1C1CCCCC1)N1CCCCCC1,-1.1
CCc1ccc(NC(=O)c2nc3ccccc3nc2N2CCN(C)CC2)cc1,1.3
O=C(Nc1ccc(OC2CCCC2)cc1)c1cccnc1,4.9
Cc1c(C(=O)N(C)c2ccccc2)nnn1-c1cccc(Cl)c1,-1.6
N#CC(c1nc2ccccc2nc1N1CCCCC1)S(=O)(=O)c1cccc(Cl)c1 (configuration not stated),9.1
CC(=O)Nc1ccc(C(=O)OCC(=O)N2CCOCC2)cc1,6.5
Cc1ccc(CSc2nc3c(c(=O)[nH]c(=O)n3C)n2C(C)C)cc1,5.9
CC(Oc1ccc(-c2ccc(C#N)cc2)cc1)c1ccc(F)cc1 (configuration not stated),-13.0
Cc1ccc(S(=O)(=O)Nc2ccc(-c3cn4ccsc4n3)cc2)cc1,-4.2
Cc1ccc(-c2cc(C)c(C)cc2C)nc1,5.7
CCOC(=O)c1csc(C)c1-c1ccccc1,0.5

7 compounds out of the list, ordered by molar mass, lowest first.
molecule,LDHA inh
Cc1ccc(-c2cc(C)c(C)cc2C)nc1,5.7
O=C(Nc1ccc(OC2CCCC2)cc1)c1cccnc1,4.9
Cc1c(C(=O)N(C)c2ccccc2)nnn1-c1cccc(Cl)c1,-1.6
CCc1ccc(NC(=O)c2nc3ccccc3nc2N2CCN(C)CC2)cc1,1.3
O=C(NC1CCCC1)c1cc(Sc2cccc(Cl)c2)nc2ccccc12,-18.2
O=C(CSc1nnc(Cc2cccs2)n1C1CCCCC1)N1CCCCCC1,-1.1
N#CC(c1nc2ccccc2nc1N1CCCCC1)S(=O)(=O)c1cccc(Cl)c1 (configuration not stated),9.1

The list goes on.
molecule,LDHA inh
CC(C)(CO)NC(=O)c1ccc(Cl)cc1Cl,-0.1
CC1=C/C(=N/N=C(c2ccccc2)c2ccccc2)CC1,-8.0
Cc1cc(NC(=O)CCNC(=O)c2ccc3ccccc3c2)n[nH]1,1.7
COc1ccccc1C(=O)N/C(=C\c1ccccc1)C(=O)O,0.3
CC(=O)N(Cc1cc2cccc(C)c2[nH]c1=O)C(C)(C)C,0.1
Cc1cc(F)ccc1NC(=O)Cn1cnc2c1c(=O)n(C)c(=O)n2C,2.6
O=C(CSc1nc(-c2ccccc2F)nc2cc(=O)[nH]n12)N1CCCc2ccccc21,8.1
CC1=C/C(=N\Nc2nncc3ccccc23)CC1,-0.2
Cn1c(Cl)nc2c1c(=O)n(Cc1ccc(Cl)cc1)c(=O)n2C,1.6
Clc1ccc(Cc2nc(-c3ccc(Br)o3)no2)cc1,-1.8
COc1cccc(Nc2nc(-c3ccc(CNC(C)=O)s3)cs2)c1,3.1
Cn1c(=O)c2c(ncn2CC(=O)c2ccc3ccccc3c2)n(C)c1=O,0.7
CC(C)(C)OC(=O)NCC(=O)NNC(=O)c1nc2ccccc2[nH]1,5.4
Clc1ccc(-c2cc3ccccn3c2)cc1,7.7
Cc1c(-c2ccccc2)[o+]c2ccccc2c1C#Cc1ccccc1,-0.1
CC(=O)Oc1ccc2c(=O)c(-c3ccc4c(c3)OCCO4)c(C)oc2c1C,-1.4
CN1CCOC(CNC(=O)Cc2ccc(F)c(Br)c2)C1 (configuration not stated),10.9
CC(C)c1ccccc1NC(=O)/C=C/c1ccc(F)cc1,2.7
OCCNCc1ccc(-c2ccccc2)o1,-10.1
Fc1ccccc1-c1nc(-c2ccc(Br)cc2)no1,4.2
Cc1cc2ccccc2n1CC(=O)NCc1ccccc1,1.7
COc1cccc(C(CC(=O)Nc2cccc(-c3ccno3)c2)n2cccc2)c1 (configuration not stated),5.4
Cc1ccccc1CS(=O)Cc1ccc(Cl)cc1Cl (configuration not stated),3.1
CCCCn1cnc2c1c(=O)n(CC(=O)Nc1ccc(F)c(Cl)c1)c(=O)n2CC(C)C,11.9
CSc1nn(CCN(C)C)c2nc3sc4c(c3c(=O)n12)CCCCC4,-7.8
CCCCS(=O)(=O)CCSCCO,-4.7
CCOc1ccccc1NC(=O)Nc1cc(C)c2nc(NC(C)=O)sc2c1,-7.8
CC(=O)c1ccc(N2CCN(S(=O)(=O)c3ccc(-c4cc(C)[nH]n4)s3)CC2)cc1,-3.1
N#Cc1ccccc1OCc1ncc(-c2ccc(Cl)cc2)o1,1.9
COc1cc(C(=O)OCCOc2ccccc2F)cc(OC)c1OC,8.8
C=C(C)CN1CCN(c2nc3c(c(=O)[nH]c(=O)n3C)n2Cc2ccc(Cl)cc2)CC1,10.6
Cc1cc2oc(C(=O)NCC(c3cccs3)N3CCCC3)cc(=O)c2cc1Cl (configuration not stated),?
CCOC(=O)CC(N)c1cc(OC)cc(OC)c1 (configuration not stated),2.3
O=[N+]([O-])c1ccc(Nc2ccc(Cl)cc2)c2nonc12,?
O=C(c1ccccc1)c1c(-c2ccccc2)cc2ccccn12,2.8
COc1cc(CNC(=O)C23CC4CC(CC(C4)C2)C3)ccc1OC(F)F,7.6
Cc1cc(C)cc(NC(=O)Cn2c(=O)c3c(ncn3Cc3ccccc3)n(Cc3ccccc3)c2=O)c1,-22.7
O=C(O)C(c1c[nH]c2ccc(OCc3ccccc3)cc12)N1CCN(CC(=O)N2CCOCC2)CC1 (configuration not stated),5.4
CCc1ccc(NC(=O)c2ccc(OCc3ccccc3)cc2)cc1,8.6
CC(C)(CNC(=O)CCc1ncc(-c2ccccc2F)o1)N1CCOCC1,-3.1
O=C(COC(=O)c1cccs1)c1ccc(-c2ccccc2)cc1,-2.2
COc1ccc(Oc2c(C)oc3cc(OCC(=O)N4CCCCCC4)ccc3c2=O)cc1,-5.4
CN(CCOc1ccccc1F)C(=O)c1cn(C)c2ccccc12,5.0

Two entries from above, with the structure last:
LDHA inh	molecule
0.3	COc1ccccc1C(=O)N/C(=C\c1ccccc1)C(=O)O
0.1	CC(=O)N(Cc1cc2cccc(C)c2[nH]c1=O)C(C)(C)C

Screening results: PubChem, National Center for Advancing Translational Sciences (NCATS)
